VEEV TC-83 Vero – inhibitors of VEEV TC-83 cytopathic effect, confirmation, Vero cells (AID 588727); hit rate 0.13% among 350,000; Vero cells, VEEV TC-83 cytopathic effect inhibition; higher % means a stronger effect; one-dose inhibition, % at 20 µM; IC50 in µM for titrated hits; in the data active = a potency from the dose series; inconclusive = inhibition mostly from about 14% at the one dose, without a potency; inactive = the rest, 99 in 100 with inhibition below about 12%; note: strong numbers were not always called active
tuberculosis growth – growth inhibition of non-replicating M. tuberculosis (AID 488890) | hit rate 0.39% among 320,000 | Mycobacterium tuberculosis non-replicating, growth inhibition; higher % means a stronger effect | inhibition, % at 25 µM, or IC50 in µM where a hit was titrated; in the data active = a potency from the dose series; inconclusive = inhibition mostly from about 82% at the one dose, without a potency; inactive = the rest, 99 in 100 with inhibition below about 76%;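 note: plate controls were DMSO cells for no effect and high antibiotic wells for full effect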
influenza NS1A – H1N1 influenza NS1A inhibitors, functional cell based assay (AID 504329). hit rate 0.3% among 340,000. one-dose inhibition, % at 12.5 µM; IC50 in µM for titrated hits. NS1A functional cell-based assay, percent inhibition; higher % means a stronger effect; in the data active = a potency from the dose series; inconclusive = inhibition above about 27% without an active follow-up result; note: strong numbers were not always called active
H37Rv inhibition – M. tuberculosis growth inhibition, HTS (AID 449762); M. tuberculosis H37Rv growth inhibition, 7H9 media; higher % means a stronger effect; inhibition, % at 25 µM, or IC50 in µM where a hit was titrated; hit rate 0.59% among 330,000; in the data active = a potency from the dose series; inconclusive = inhibition above about 70% without an active follow-up result;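 note: bacterial growth assessed after seven days of incubation; strong numbers were not always called active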
PhoP GFP inhibition – PhoP regulon inhibitors, Salmonella typhi PhoP promoter GFP reporter, confirmatory (AID 1850); Salmonella Typhi PhoP-promoter GFP reporter, fluorescence, 4 h; higher % means a stronger effect; one-dose inhibition, % at 50 µM; IC50 in µM for titrated hits; hit rate 0.33% among 310,000; in the data active = a potency from the dose series; inconclusive = inhibition mostly from about 25% at the one dose, without a potency; inactive = the rest, 99 in 100 with inhibition below about 19%;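 note: 0% = induced wells with vehicle and 100% = uninduced wells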
VEEV TC-83 Vero 10K pilot screen – also measured in VEEV TC-83 Vero; calls as there; inhibition, %; measured here: 10K pilot screen inhibition
An asterisk follows results filed as active; i = inactive; u = inconclusive; x = no result given; & = joins results of further samples. Compounds were not picked by outcome; 1.5% or so of the library scored in one or more.

SMILES	VEEV TC-83 Vero	tuberculosis growth	influenza NS1A	H37Rv inhibition	PhoP GFP inhibition	others
O=C(CC(NC(=O)c1ccccc1Cl)c1ccccc1)Nc1ccc2c(c1)OCO2 (centres undefined)	1.9%	1%	-6%	-23%	6%
COc1cc2nc(CN3CCN(C(c4ccccc4)c4ccccc4)CC3)[nH]c(=O)c2cc1OC	x	0%	x	-5%	-2%
Cc1ccc(-c2ccc(/C=N\NC(=O)C3C(=O)NCC3c3ccccc3)o2)cc1Cl (centres undefined)	0.8%	52%	9%	u	-7%	VEEV TC-83 Vero 10K pilot screen=3.2
Cc1ccccc1NC(=O)COc1coc(CN2CCN(c3ccccc3)CC2)cc1=O	i	17%	5%	17%	-6%
CC(=O)Oc1ccc(C(=O)Nc2ccc3c(c2)C(=O)N(CCC(=O)O)C3=O)cc1	1.3%	-13%	2%	-6%	27%
CC(C)C(OC(=O)c1ccccc1)c1nccc2ccccc12 (centres undefined)	3.7%	18%	4%	-8%	-3%
COc1ccc(C2SCC(C(=O)O)N2C(C)=O)cc1OC (centres undefined)	0.1%	4%	1%	2%	-3%
COCCCn1c(=O)c2ccccc2n(Cc2cccc(C)c2)c1=O	0.2%	17%	-25%	9%	18%
CCOc1ccc(/C=C2\SC(=S)N(CCC(=O)O)C2=O)cc1	0.2%	17%	12%	4%	-1%
CC(=O)N1CCc2cc(C(=O)CN3CCCN(Cc4ccc(F)cc4)C3)ccc21	x	34%	x	3%	0%
CC(C)c1ccc(C(CC(=O)c2ccc(Cl)cc2)C(=O)O)cc1 (centres undefined)	2.8%	29%	-4%	5%	-5%
Cc1sc2nc(-c3ccccn3)[nH]c(=O)c2c1-c1ccccc1	1.6%	u	-4%	u	-18%
Cc1cc(NC(=O)c2cc(-c3ccc4c(c3)OCO4)on2)n(-c2ccccc2)n1	i	26%	-21%	11%	-3%
Cc1cc(C(F)(F)F)nc(-n2cc(-c3cccc(N)c3)nn2)n1	1.8%	-8%	-6%	-8%	6%
COc1ccc(CN2CCC(C(=O)N3CCCC(C)C3)CC2)cc1OC (centres undefined)	i	0%	6%	-2%	-1%
Clc1ccc(C2Nc3cccc4cccc(c34)N2)cc1	3.4%	40%	7%	8%	5%
COc1ccccc1CCNC(=O)Cn1ccc2cc(S(=O)(=O)N3CCCC3)ccc21	1.4%	25%	11%	8%	20%
CN(C)c1ccc(C#Cc2ccc3cc(CCCO)oc(=O)c3c2)cc1	0.1%	70%	4%	-1%	x
Cc1nn(CC(=O)O)c(=O)c2ccccc12	1.4%	-9%	1%	3%	3%
Cc1ccsc1-c1nc(C(N)=O)c2[nH]c(=O)n(-c3ccc(Cl)cc3)c2n1	i	x	10%	-11%	7%
CCOC(=O)c1ccc(NC(=O)C2CCN(C(=O)c3ccc(OC)c(OC)c3)CC2)cc1	12%	8%	9%	4%	-4%
CC(C)c1ccc(/C=N/n2c(-c3ccccc3)n[nH]c2=S)cc1	5.2%	-5%	-1%	29%	4%
Cc1ccc(C2CC(=O)NC(SCC(=O)Nc3nccs3)=C2C#N)cc1 (centres undefined)	6.2%	30%	2%	-6%	5%
O=C(O)c1cccc(Nc2c([N+](=O)[O-])c(=O)oc3ccccc23)c1	0.8%	11%	3%	2%	4%
COc1ccc(Nc2nc(N)nc(CSCCO)n2)cc1	0.5%	9%	5%	8%	6%
CCC(=O)NC(=S)Nc1ccc(S(=O)(=O)N2CCN(C)CC2)cc1	1.1%	12%	3%	4%	-4%
O=C(Nc1sc2c(c1C(=O)O)CCCCC2)c1ccccc1F	2.3%	i	3%	3%	-6%
CC12CCC(=O)N1C(C(=O)NNC(=O)c1ccccc1F)CS2 (centres undefined)	1.2%	-6%	-3%	-3%	x
Cc1ccc(C(c2sc3nc(C)nn3c2O)N2CCOCC2)cc1 (centres undefined)	0.5%	10%	0%	4%	0%
O=C(CCCN1C(=O)/C(=C/c2cccs2)SC1=S)Nc1ccc(O)cc1	u	45%	7%	-8%	-21%

Overlap with the part before: three compounds; new compounds follow.
SMILES	VEEV TC-83 Vero	tuberculosis growth	influenza NS1A	H37Rv inhibition	PhoP GFP inhibition	others
CC12CCC(=O)N1C(C(=O)NNC(=O)c1ccccc1F)CS2 (centres undefined)	1.2%	-6%	-3%	-3%	x
Cc1ccc(C(c2sc3nc(C)nn3c2O)N2CCOCC2)cc1 (centres undefined)	0.5%	10%	0%	4%	0%
O=C(CCCN1C(=O)/C(=C/c2cccs2)SC1=S)Nc1ccc(O)cc1	u	45%	7%	-8%	-21%
Cc1ccc2[nH]c(=O)c(C(c3nnnn3CC3CCCO3)N3CCc4ccccc4C3)cc2c1 (centres undefined)	3.8%	18%	-3%	0%	5%
O=C(COC(=O)c1ccccc1C(=O)c1ccc(Cl)c([N+](=O)[O-])c1)NC1CC1	u	20%	6%	3%	7%
CCCc1n(CC(O)COCc2ccccc2)c2ccccc2[n+]1C (centres undefined)	0.3%	-1%	-1%	-3%	10%
COc1ccc2c(CC(=O)OCC(=O)Nc3sc4c(c3C#N)CCC(C)C4)coc2c1 (centres undefined)	i	5%	-6%	-10%	-7%
Cc1cc(C(=O)OCC(=O)c2ccc3c(c2)OCCO3)c(C)o1	2.0%	50%	4%	5%	0%
CCOC(=O)C1(Cc2ccccc2C)CCCN(C(=O)c2ccc(COC)o2)C1 (centres undefined)	0.8%	18%	7%	-4%	-3%
CCSc1nnc2ccc(-c3ccc(OC)c(OC)c3)nn12	0.1%	-5%	-6%	3%	-4%
Cc1ccccc1NC(=S)NCCO	0.5%	-2%	-4%	1%	-5%
NC(=O)CC(NC(=O)Cc1cccc2ccccc12)c1ccc(N2CCc3ccccc3C2)c([N+](=O)[O-])c1 (centres undefined)	i	-3%	15%	37%	1%
O=C(Nc1csnn1)c1csnn1	1.0%	59%	2%	5%	-5%
CC(C1CC1)N(Cc1ccccc1)C(=S)Nc1ccccc1 (centres undefined)	0.7%	2%	4%	-2%	-2%
NC(=O)CC(NC(=O)Cc1cccc2ccccc12)c1ccc(NCc2ccc(F)c(F)c2)c([N+](=O)[O-])c1 (centres undefined)	0.5%	1%	2%	8%	-6%
CCSc1nnc(NC(=O)CN2C(=O)N(C)C3(CCCCC3)C2=O)s1	2.9%	x	1%	x	x
Cc1nn(CC(=O)NCCc2ccccc2)c(C)c1[N+](=O)[O-]	i	0%	-4%	2%	-5%
Cc1cc(-c2ccccc2)cc(C)n1	3.0%	x	1%	x	x
COc1ccccc1NCc1nnc(SCC(=O)N/N=C/c2ccco2)n1-c1ccc(Cl)cc1Cl	2.3%	62%	4%	-1%	1%
O=C(N/N=C1/CCS(=O)(=O)c2ccc(F)cc21)c1cccnc1	1.3%	0%	-9%	3%	6%
C=C(C)CN1CCN(c2c(CCC#N)c(C)c(C#N)c3nc4ccccc4n23)CC1	i	-2%	-9%	-10%	11%
NS(=O)(=O)c1ccc(CCNC(=O)c2ccc(C#CC3(O)CCCCC3)cc2)cc1	4.8%	-4%	2%	9%	0%
O=C(CC1Sc2ccccc2NC1=O)NCc1cccc(Cl)c1 (centres undefined)	5.2%	2%	-4%	1%	2%
CN(C)c1ccc(N2C(=O)CC(Nc3ccc(N4CCOCC4)cc3)C2=O)cc1 (centres undefined)	1.5%	-6%	0%	-3%	-9%
COC(=O)COc1ccc(C(C2C(=O)CC(C)(C)CC2=O)C2C(=O)CC(C)(C)CC2=O)cc1	2.8%	u	-5%	-1%	-3%
COc1cc2[nH]c3c(Cl)ncnc3c2cc1OC	6.9%	-9%	22%	-3%	-29%
CCOc1ccc(CNC(=O)Cn2ccc3cc(S(=O)(=O)N4CCCC4)ccc32)cc1	2.6%	9%	3%	7%	11%
C=CC[C@@H](CC(=O)N(CCO)Cc1ccccc1)C(=O)NC[C@H](OC(=O)[C@@H](CC=C)Cc1ccc(F)cc1)c1ccccc1	i	19%	8%	-1%	x
CCN(CC)c1ccc(/C=N/NC(=O)CNC(=O)c2cccs2)cc1	2.7%	63%	11%	2%	13%
Cc1ccc(N=C2C(=O)Nc3ccccc32)cc1C	0.9%	44%	8%	4%	5%
COc1ccc(C(=O)N/C(=C\c2ccc3c(c2)OCO3)C(=O)N2CCOCC2)cc1	6.0%	-15%	2%	-10%	3%
COc1ccc(/C=N/NC(=O)c2nc(-c3ccccc3)cc(-c3ccccc3)n2)cc1	11%	-3%	1%	24%	-7%
Cc1ccc(C(=O)N2CCN(Cc3ccc4c(c3)OCO4)CC2)cc1C	0.5%	31%	-6%	0%	-3%
N#Cc1c(NC(=O)CSc2nc3ccccc3c(=O)n2Cc2ccco2)sc2c1CCCC2	25%	15%	1%	61%	17%
COc1cc(OC)cc(C(=O)OCC(=O)NC(c2ccccc2)c2ccccc2)c1	0.2%	-7%	-16%	-1%	x
CC(C)CC1C(=O)N(Cc2cn(CC3CCCCC3)nn2)CCS(=O)(=O)N1Cc1ccc(-c2cccc(C#N)c2)cc1 (centres undefined)	0.5%	x	1%	x	x
COc1ccc(OC(C)c2ccc(C#N)c(=O)[nH]2)cc1 (centres undefined)	1.0%	77%	5%	4%	-8%
COc1ccc(OC)c(NC(=O)COC(=O)Cc2ccc(Br)cc2)c1	0.6%	42%	-6%	2%	11%
CC(C)(C)C(=O)Nc1ccc(C(=O)Nc2cccc(Oc3ccc(C(=O)O)c(C(=O)O)c3)c2)cc1	0.7%	4%	-18%	-3%	0%
COC(=O)c1ccccc1NC(=O)Cn1c(=O)n(CCC(=O)NC2CCN(Cc3ccccc3)CC2)c(=O)c2ccccc21	1.1%	24%	-7%	-4%	3%
O=C(Cn1ncc(Cl)c(Cl)c1=O)NC1CCS(=O)(=O)C1 (centres undefined)	7.7%	11%	14%	-4%	3%
COc1cc(Br)cc(-c2nc3c(c(=O)[nH]c(=O)n3Cc3ccccc3)n2C)c1O	3.7%	12%	-4%	5%	-8%
CC(=O)NCCc1c[nH]c2ccc(O)cc12	1.0%	-3%	-1%	7%	2%
CCOCCCn1c(=NC(=O)c2cccnc2)c(C(=O)OCC)cc2c(=O)n3ccccc3nc21	8.7%&9.8%	-8%	1%&-4%	-11%	15%
CCOc1cccc(C=Nc2cc(C)cc(C)c2O)c1O	2.3%	u	10%	14µM*	10%
COC(=O)c1sccc1NC(=O)c1cnc2cc(C)nn2c1C	2.8%	-5%	-2%	1%	-20%
CCc1nnc(NS(=O)(=O)c2ccc(NC(=O)c3cccc(Br)c3)cc2)s1	1.1%	19%	-4%	-6%	0%
COc1ccc(OC)c(CN2CCSCC2)c1	1.0%	-6%	-6%	-6%	1%
NC(=O)CC[C@@H]1NC(=O)[C@H](CO)NC(=O)c2cc([N+](=O)[O-])cc(I)c2OCC[C@@H](C(N)=O)NC1=O	0.9%	-10%	-1%	0%	-9%
O=C(/C=C\Nc1ccc2c(c1)OCO2)c1ccc2c(c1)OCO2	i	6%	-23%	u	-6%
COc1ccc2c(c1)c(C(=O)N/N=C/c1cccs1)c(C)n2C	i	-17%	10%	0%	9%
Cc1cccc(CSCc2ccc(C(=O)NCC3CCCO3)o2)c1 (centres undefined)	0.2%	37%	-8%	-5%	0%
c1cn(-c2ncnc3sc4c(c23)CCCC4)cn1	2.9%	3%	-8%	-3%	13%

Entries listed so far with an aryl thioether with sulfur outside any ring, in the order listed:
SMILES	VEEV TC-83 Vero	tuberculosis growth	influenza NS1A	H37Rv inhibition	PhoP GFP inhibition	others
CCSc1nnc2ccc(-c3ccc(OC)c(OC)c3)nn12	0.1%	-5%	-6%	3%	-4%
CCSc1nnc(NC(=O)CN2C(=O)N(C)C3(CCCCC3)C2=O)s1	2.9%	x	1%	x	x
COc1ccccc1NCc1nnc(SCC(=O)N/N=C/c2ccco2)n1-c1ccc(Cl)cc1Cl	2.3%	62%	4%	-1%	1%
N#Cc1c(NC(=O)CSc2nc3ccccc3c(=O)n2Cc2ccco2)sc2c1CCCC2	25%	15%	1%	61%	17%

Later entries
SMILES	VEEV TC-83 Vero	tuberculosis growth	influenza NS1A	H37Rv inhibition	PhoP GFP inhibition	others
O=C(O)c1ccc(-n2c(-c3ccc(Br)cc3)n[nH]c2=S)cc1	2.1%	7%	3%	-2%	-23%
Cc1ccc(S(=O)(=O)N(C)c2ccc(OC(=O)COc3ccccc3)cc2)cc1	7.9%	16%	8%	-1%	x
COc1nc(OC)nc(N2CCC(C(=O)NC3CC3)CC2)n1	i	13%	-9%	-5%	-8%
CCOC(=O)c1sc(NC(=O)c2cc3c(s2)CCC(C)C3)nc1C (centres undefined)	0.1%	-9%	2%	0%	2%
COc1ccc(-n2c(Cn3c(=O)sc4ccccc43)nnc2SCC(=O)N2CCCCC2)cc1	0.5%	15%	13%	-1%	-6%

Bioassay records deposited in PubChem by Southern Research Specialized Biocontainment Screening Center.
